# Source: PubChem
# MEKK3 PB1 HTS – MEKK3-MEK5 PB1 interaction, increase or decrease; Q99759; bead-based flow cytometry, Alexa488-MEK5 binding to MEKK3; actives lie on both sides; 0 = blocked by unlabeled MEK5, 100 = vehicle; binding response (% of control), % at 10 µM; actives 1.4% (n = 290,000); AID 1529;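 active = binding response more than 3 SD above or below the average of its plate-row segment, actives on both sides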;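 also: Alexa488 bead fluorescence after subtracting the streptavidin-only scavenger bead signal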
# MEKK2 mut-MEK5 – signal of MEK5 binding to mutant human MEKK2 PB1 domain; bead flow cytometry, Alexa488-MEK5 binding to MEKK2 mutant; percent response, % at 10 µM; actives 0.35% (n = 290,000); in the data active = percent response above about 24%, passing the limit was not always enough; also: inactives centre near 1; some results filed as inactive read as strong as hits; reference of the scale not given here
# PfM18AAP inh – PfM18AAP enzyme inhibition; recombinant PfM18AAP, H-Glu-NHMec fluorogenic cleavage; inhibition, % at 7.35 µM; actives 1.2% (n = 290,000); AID 1822;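 active = inhibition above the campaign mean inhibition over all tested compounds plus 3 SD, cut at about 28% in these data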;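 also: 0% = plate median of test compound wells and 100% = 2 mM ZnCl2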
# GPR7 antag – antagonists of human GPR7 (neuropeptides B/W receptor 1). P48145. actives 1.1% (n = 290,000). AID 1861. GPR7-expressing cells, fluorescence antagonist assay. inhibition, % at 4.4 µM; in the data active = inhibition above about 16%, passing the limit was not always enough;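 also: cells stimulated with the agonist NPW; 0% = agonist with vehicle and 100% = vehicle without agonist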
# Target sequence (P48145 whole entry, looked up): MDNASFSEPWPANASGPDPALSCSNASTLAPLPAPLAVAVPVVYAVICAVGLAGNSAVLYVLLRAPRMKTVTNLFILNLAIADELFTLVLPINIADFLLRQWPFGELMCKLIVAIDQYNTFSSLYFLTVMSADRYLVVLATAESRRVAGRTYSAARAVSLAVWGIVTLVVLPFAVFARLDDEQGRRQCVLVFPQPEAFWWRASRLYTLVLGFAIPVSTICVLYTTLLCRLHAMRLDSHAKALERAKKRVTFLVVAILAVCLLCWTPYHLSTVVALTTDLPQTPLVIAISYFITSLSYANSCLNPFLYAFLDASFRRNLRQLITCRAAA
# FID counter – counter-screen for HCV NS3 helicase inhibitors: DNA intercalator displacement; inhibition, % at 7.9 µM; DNA fluorescent intercalator displacement, fluorescence; actives 0.17% (n = 290,000); AID 1845; in the data active = inhibition above about 37%;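 also: 0% = vehicle and 100% = reference compound; higher means more ethidium bromide displaced from hairpin DNA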
# OXTR agonist – agonists of human oxytocin receptor. P30559. CHO-OTR cells, Fluo-8 calcium fluorescence; normalized: DMSO 0%, oxytocin 100%. activation, % at 3 µM. actives 0.32% (n = 320,000). AID 2435;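 active = activation above the mean of all tested compounds plus 3 SD, cutoff set per screening run, cut at about 20% in these data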;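 also: peak over basal fluorescence ratio from a 100 s FLIPR kinetic read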
# Target sequence (P30559 whole entry, looked up): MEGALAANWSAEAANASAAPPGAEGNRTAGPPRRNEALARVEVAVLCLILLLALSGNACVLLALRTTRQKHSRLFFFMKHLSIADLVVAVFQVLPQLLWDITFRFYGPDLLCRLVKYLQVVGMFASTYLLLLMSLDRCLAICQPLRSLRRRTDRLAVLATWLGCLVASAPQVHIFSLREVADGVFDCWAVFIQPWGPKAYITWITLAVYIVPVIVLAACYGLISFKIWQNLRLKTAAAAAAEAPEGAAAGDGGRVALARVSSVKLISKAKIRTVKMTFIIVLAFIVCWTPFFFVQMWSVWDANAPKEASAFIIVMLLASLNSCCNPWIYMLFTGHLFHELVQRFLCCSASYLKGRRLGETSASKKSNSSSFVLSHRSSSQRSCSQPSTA
# PHOSPHO1 block – blocks human PHOSPHO1 phosphatase activity; Q8TCT1; recombinant PHOSPHO1, absorbance phosphatase assay; inhibition, % at 13.3 µM; actives 1.1% (n = 290,000); AID 1565; in the data active = inhibition above about 60%
# Target sequence (Q8TCT1 whole entry, looked up): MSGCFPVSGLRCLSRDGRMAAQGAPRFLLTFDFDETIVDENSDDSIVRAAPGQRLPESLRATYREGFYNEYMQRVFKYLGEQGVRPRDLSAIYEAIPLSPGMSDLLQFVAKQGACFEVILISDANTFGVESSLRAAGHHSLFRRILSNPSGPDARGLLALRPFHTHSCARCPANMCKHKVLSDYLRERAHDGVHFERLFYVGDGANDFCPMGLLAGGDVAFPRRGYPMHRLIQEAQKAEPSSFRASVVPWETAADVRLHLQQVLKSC
# MEKK2 WT-MEK5 – raises or lowers MEK5 binding to wildtype human MEKK2 PB1 domain; Q9Y2U5; bead flow cytometry, Alexa488-MEK5 binding to MEKK2 WT; actives lie on both sides; binding response (% of control), % at 10 µM; actives 1.1% (n = 290,000); AID 1531; in the data active = binding response below about 67% or above about 130%
# NALP1 inh – inhibitors of NALP1 inflammasome in yeast. actives 0.61% (n = 280,000). AID 2071. inhibition, % at 10 µM. S. cerevisiae NALP1/ASC/caspase-1 growth, X-gal OD620, 72 h; in the data active = inhibition mostly above about 24%, no sharp cut-off; inactive = mostly below about 32%; also: some compounds called inactive have numbers as strong as hits
# Numbers without * were called inactive; . = no result given. Rows were taken by chance. Share with any hit: about 6.2%.
SMILES,MEKK3 PB1 HTS,MEKK2 mut-MEK5,PfM18AAP inh,GPR7 antag,FID counter,OXTR agonist,PHOSPHO1 block,MEKK2 WT-MEK5,NALP1 inh
COc1ccc(C2CC(c3ccc(C)cc3)Nc3nc(N)nn32)cc1 (configuration not stated),104,1,7,3,-31,1.7,13,109,12
C(=N\N(c1ccccc1)c1ccccc1)/c1ccc(N2CCOCC2)s1,103,-1,4,4,-9,-2.7,-12,98,32
CSc1ccc(/C=C/c2cc(=O)c3ccccc3[nH]2)cc1,102,-1,-10,1,-7,7.4,1,94,23
CC(=O)Nc1cccc(C(=O)N/N=C/c2ccccc2F)c1,95,-2,-10,-7,-3,0.7,10,94,-5
Cc1cc(C)n(-c2nc3ccccc3c(=O)n2OCC(C)C)n1,100,4,-6,-3,-26,-1.7,28,100,3
CCCCC(CC)C(=O)Nc1ccc(Nc2ccccc2)cc1 (configuration not stated),93,-2,6,9,-8,-1.9,-6,95,11
Cc1cc2c(NC(=O)Nc3ccc(C(C)(C)C)cc3)cccc2nn1,97,-3,3,-3,-15,3.3,-8,96,23
Cn1c(-c2ccc(F)cc2)cnc1SCC(=O)NNC(=O)Cc1ccccc1,99,-2,-11,-6,-24,-2.6,10,94,-17
COc1ccc(-n2nnnc2-c2nc3ccccc3s2)cc1,94,-2,2,4,-3,0.9,-10,97,45
CCOc1ccc2nc(NC(NC(C)=O)(C(=O)OC)C(F)(F)F)sc2c1 (configuration not stated),94,-4,1,-6,1,-1.0,-10,96,9
CS(=O)(=O)c1ccc(Cl)c(NC(=O)CSc2nc3ccccc3c(=O)n2CCCN2CCOCC2)c1,100,1,3,-7,-6,1.1,-18,100,13
COc1ccc(CNC(=O)CSc2nnc3c(Cl)cc(C(F)(F)F)cn23)cc1OC,104,17,-4,1,-5,1.5,-64,89,10
O=[N+]([O-])c1ccc2c(c1)C(N1CCOCC1)/C(=C/C1(O)CCCCC1)O2 (configuration not stated),103,4,4,1,-9,0.0,18,99,8
COc1ccc(S(=O)(=O)NCCCCOc2ccc(Cl)cc2)cc1,99,-1,-6,-3,-19,12,20,99,6
Cc1cc(N2CCN(C)CC2)nc2ccc(NC(=O)CCC(=O)NCCCOC(C)C)cc12,103,6,-6,-14,1,-1.2,33,109,2

# Only NALP1 inh and MEKK3 PB1 HTS (6 entries from above):
canonical_smiles | NALP1 inh | MEKK3 PB1 HTS
CCOc1ccc2nc(NC(NC(C)=O)(C(=O)OC)C(F)(F)F)sc2c1 (configuration not stated) | 9 | 94
CS(=O)(=O)c1ccc(Cl)c(NC(=O)CSc2nc3ccccc3c(=O)n2CCCN2CCOCC2)c1 | 13 | 100
COc1ccc(CNC(=O)CSc2nnc3c(Cl)cc(C(F)(F)F)cn23)cc1OC | 10 | 104
O=[N+]([O-])c1ccc2c(c1)C(N1CCOCC1)/C(=C/C1(O)CCCCC1)O2 (configuration not stated) | 8 | 103
COc1ccc(S(=O)(=O)NCCCCOc2ccc(Cl)cc2)cc1 | 6 | 99
Cc1cc(N2CCN(C)CC2)nc2ccc(NC(=O)CCC(=O)NCCCOC(C)C)cc12 | 2 | 103

# (more compounds)
SMILES,MEKK3 PB1 HTS,MEKK2 mut-MEK5,PfM18AAP inh,GPR7 antag,FID counter,OXTR agonist,PHOSPHO1 block,MEKK2 WT-MEK5,NALP1 inh
CN(C)c1ccc(P(=O)(OC2CCCCC2)C(O)c2ccccn2)cc1 (configuration not stated),71,-24,-9,4,-34,-0.1,1,74,4
CCOC(=O)C1(C(F)(F)F)N=C(c2cccnc2)OC(N2CCCCC2)=N1 (configuration not stated),104,1,-2,0,-23,-1.2,-3,106,42
COc1cccc(C=Nc2ccc(N3CCOCC3)cc2)c1O,104,1,-16,-15,2,1.1,19,104,-4
C/C(Nc1cccc(F)c1)=C(/C#N)C(N)=O,93,-7,-13,-4,0,1.1,14,89,34
COc1ccc(CCSc2nnc(C3CCCCC3)n2N)cc1,109,6,-2,7,-15,-2.2,59,102,13
C=CCNC(=O)C(=O)NCCOc1ccccc1Cl,97,2,-1,2,-2,-1.1,0,96,24
CC1=C(C(=O)N2CCOCC2)C(c2c(C)cc(C)cc2C)NC(=S)N1 (configuration not stated),103,-1,8,-12,6,-0.2,-24,100,6
Cc1cccn2c(=O)c(C=O)c(Sc3ncccn3)nc12,.,.,-2,-6,3,0.1,-53,.,-10
COC(=O)CC1COc2ccccc2N1C(=O)c1ccc(C(C)(C)C)cc1 (configuration not stated),101,0,8,-13,-34,-0.5,-8,99,-8
CCOC(=O)Cn1c(=O)oc2cc(S(=O)(=O)N3CCCC(C(=O)OCC)C3)ccc21 (configuration not stated),119,7,0,0,-17,1.2,-9,121,17
COc1ccc(S(=O)(=O)N2CCOCC2)cc1NC(=O)CN1CCC(Cc2ccccc2)CC1,106,-1,5,5,-4,-1.2,-32,105,44
COc1cc(NS(=O)(=O)c2cn(C)cn2)cc(OC)c1OC,104,5,-2,-8,-2,1.1,22,105,-5
COc1ccccc1NS(=O)(=O)c1cc(NC(=O)c2sc3cc(Cl)ccc3c2Cl)ccc1C,99,-2,6,-14,-7,0.3,43,95,-11
Cc1cccc(N2CCN(C(=O)c3cc4ccccc4oc3=O)CC2)c1C,94,4,3,-12,-11,-2.2,-10,94,22
O=[N+]([O-])c1cccc(CSc2nc3ccccc3[nH]2)c1,100,10,-2,-1,8,0.3,-4,105,23

# In the list so far, these have a CF3 group:
SMILES,MEKK3 PB1 HTS,MEKK2 mut-MEK5,PfM18AAP inh,GPR7 antag,FID counter,OXTR agonist,PHOSPHO1 block,MEKK2 WT-MEK5,NALP1 inh
CCOc1ccc2nc(NC(NC(C)=O)(C(=O)OC)C(F)(F)F)sc2c1 (configuration not stated),94,-4,1,-6,1,-1.0,-10,96,9
COc1ccc(CNC(=O)CSc2nnc3c(Cl)cc(C(F)(F)F)cn23)cc1OC,104,17,-4,1,-5,1.5,-64,89,10
CCOC(=O)C1(C(F)(F)F)N=C(c2cccnc2)OC(N2CCCCC2)=N1 (configuration not stated),104,1,-2,0,-23,-1.2,-3,106,42

# Going on with the list.
SMILES,MEKK3 PB1 HTS,MEKK2 mut-MEK5,PfM18AAP inh,GPR7 antag,FID counter,OXTR agonist,PHOSPHO1 block,MEKK2 WT-MEK5,NALP1 inh
O=C(OCC(=O)c1ccc(Cl)s1)c1cnccn1,107,4,-5,-18,-2,0.3,19,105,6
O=C(O)C1C2CCC(O2)C1C(=O)Nc1ccc(Br)cc1F (configuration not stated),106,3,-14,-6,-5,-0.7,.,110,.
O=C(c1ccc(C(F)(F)F)cc1)C1CCCN(C(=O)CCn2cncn2)C1 (configuration not stated),98,-1,-8,10,-29,0.8,19,100,31
Cc1ccccc1CN1C(=O)c2ccccc2Sc2ccc(C(=O)NCCN3CCOCC3)cc21,106,4,-6,23,7,5.4,18,110,2
COC(=O)c1ccc(COn2nnc3ccccc32)cc1,104,-1,1,-1,-14,-2.0,8,101,7
O=C1c2ccccc2S(=O)(=O)c2cc(N3CCN(C(=O)c4ccccc4)CC3)ccc21,75,-9,.,.,.,0.0,.,75,.
COc1ccc(OC)c(NC(=O)COC(=O)c2nc(Cl)ccc2Cl)c1,105,6,-2,-13,-15,-1.9,-23,103,-2
CC(=O)NCCC(=O)Nc1cc(F)ccc1C,103,0,-1,-10,-1,0.2,20,103,-7
CCN(C(=O)CSc1nc2cc(S(=O)(=O)N(CC)CC)ccc2o1)C1CCS(=O)(=O)C1 (configuration not stated),108,12,28*,-23,-27,-0.9,-8,118,7
CCN(C(=O)CCc1nnc2ccc(N3CCC4(CC3)OCCO4)nn12)c1ccccc1,101,1,-7,-4,-44,0.2,20,102,13
CSCc1ccc(C(=O)NCc2ccc(F)cc2)cc1,98,-2,1,-5,-9,-1.1,3,98,31
O=C(c1cccs1)N1CCN(c2ncccn2)CC1,91,-6,-3,-4,2,0.0,11,88,14
Nc1ccc(S(=O)(=O)NCc2ccccn2)cc1,105,10,-9,1,-1,-0.1,28,109,-5
Fc1ccc(-c2cnc3n2CCCCC3)cc1,96,9,-9,-5,2,2.4,28,98,25
C=CCNC(=O)c1cc(-c2ccc3c(c2)OCO3)on1,106,12,0,-1,-7,-1.0,27,103,9

# An excerpt from above in order of heavy-atom count, largest number first:
SMILES,MEKK3 PB1 HTS,MEKK2 mut-MEK5,PfM18AAP inh,GPR7 antag,FID counter,OXTR agonist,PHOSPHO1 block,MEKK2 WT-MEK5,NALP1 inh
O=C(c1ccc(C(F)(F)F)cc1)C1CCCN(C(=O)CCn2cncn2)C1 (configuration not stated),98,-1,-8,10,-29,0.8,19,100,31
CCOc1ccc2nc(NC(NC(C)=O)(C(=O)OC)C(F)(F)F)sc2c1 (configuration not stated),94,-4,1,-6,1,-1.0,-10,96,9
COc1ccc(-n2nnnc2-c2nc3ccccc3s2)cc1,94,-2,2,4,-3,0.9,-10,97,45

# Next section:
SMILES,MEKK3 PB1 HTS,MEKK2 mut-MEK5,PfM18AAP inh,GPR7 antag,FID counter,OXTR agonist,PHOSPHO1 block,MEKK2 WT-MEK5,NALP1 inh
CCOc1ccc(-n2ccnc2)nn1,99,-4,-1,-2,-3,1.2,6,97,.
O=C(O)CNS(=O)(=O)c1c(Cl)cccc1Cl,111,31,0,-15,3,0.4,-27,112,-5
O=C(NNC(=O)C1CCCCC1)c1ccncc1,99,1,4,-8,-7,-0.1,36,99,-7
Cc1ccc(NC(=O)CN(c2cc(C)cc(C)c2)S(=O)(=O)c2c(C)noc2C)nc1,111,6,-10,-2,-24,-1.1,17,113,-14
O=C1OCC/C1=C\c1ccc2c(c1)OCO2,110,11,-5,-10,-4,-0.8,12,100,7
COc1cccc2c1cc1c(=O)n(CC(=O)N3CCCCCC3)nc(C)n12,102,9,3,-8,-30,-0.9,13,106,-18
CCS(=O)(=O)c1ccc2c(c1)N(S(=O)(=O)c1ccc(Cl)cc1)CC(C(=O)O)O2 (configuration not stated),95,-2,2,-4,-26,1.3,15,101,8
Cc1ccc(S(=O)(=O)c2cc3ccccc3oc2=O)cc1,96,-6,2,3,-1,-0.8,-7,93,3
CN(C)CCOC(=O)/C(=C/c1cn(C)c2ccccc12)NC(=O)c1ccccc1,105,0,5,6,5,-0.1,10,109,18
NS(=O)(=O)c1ccc(CCNC(=O)COC(=O)CCc2ccccc2)cc1,100,2,8,-10,-5,0.1,-20,102,11
CCN(c1cccc2ccccc12)S(=O)(=O)c1ccc(Cl)nc1,112,5,6,-10,-15,-2.0,25,111,1
CCc1nc(NCCc2ccccn2)c2nnn(Cc3ccccc3F)c2n1,97,1,-3,-9,-22,-1.6,-8,102,-12
CC(C)NC(=O)CC(c1ccccc1)c1cc(Br)ccc1O (configuration not stated),100,7,4,-6,-13,-0.2,11,101,40*
CCn1c(Cc2ccccc2)nnc1SCc1ccc([N+](=O)[O-])cc1,98,-3,-7,32*,-15,-0.8,-15,99,39
CCN(CC)CCOc1ncnc2c1oc1ccccc12,101,1,-7,-6,25,0.4,7,102,-21
CCOC(=O)c1cnc(Nc2nc3ccccc3o2)nc1CSC(=S)N1CCCCC1,101,-1,2,-6,0,-0.7,15,98,28
COc1ccc(C(=O)NC2CC2)cc1OC1CCN(Cc2cnn(C)c2)CC1,102,9,2,1,0,1.3,27,105,-18
CCOc1ccccc1C(=O)N1CCC(n2nnc3cc(C(F)(F)F)ccc32)CC1,96,-5,3,4,-9,6.1,21,98,37

# Entries listed above marked active in NALP1 inh.
SMILES	MEKK3 PB1 HTS	MEKK2 mut-MEK5	PfM18AAP inh	GPR7 antag	PHOSPHO1 block	MEKK2 WT-MEK5	NALP1 inh
CC(C)NC(=O)CC(c1ccccc1)c1cc(Br)ccc1O (configuration not stated)	100	7	4	-6	11	101	40*
